# Compound activity: PubChem BioAssay, National Center for Advancing Translational Sciences (NCATS)
# AmpC det inh: blocks E. coli AmpC beta-lactamase in presence of detergent; P00811; purified AmpC, nitrocefin hydrolysis with detergent; Potency, µM (series often up to 28.7 µM), inactives show at the highest dose activity change, negative = inhibition; actives 0.09% (n = 71,000); active means well fitted curve in the direction sought with a large enough effect
# Target sequence (P00811 whole entry, looked up): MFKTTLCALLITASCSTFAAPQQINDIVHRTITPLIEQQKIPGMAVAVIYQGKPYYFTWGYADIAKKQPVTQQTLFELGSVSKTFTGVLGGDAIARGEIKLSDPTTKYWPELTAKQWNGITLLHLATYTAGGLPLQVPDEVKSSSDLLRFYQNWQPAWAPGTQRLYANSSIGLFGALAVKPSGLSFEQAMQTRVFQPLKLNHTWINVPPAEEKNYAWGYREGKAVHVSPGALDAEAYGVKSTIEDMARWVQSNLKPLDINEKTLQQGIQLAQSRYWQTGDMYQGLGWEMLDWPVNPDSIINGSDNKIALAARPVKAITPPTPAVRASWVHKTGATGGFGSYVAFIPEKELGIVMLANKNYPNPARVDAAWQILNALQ
#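 E. coli AmpC (5.3 nM) in 20 mM phosphate pH 7.0 with 0.01% Triton X-100, preincubated 15 min RT with compound; nitrocefin (2 uL of 800 uM stock) hydrolysis followed by 480 nm absorbance every 20 s over 4 min.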
# Numbers without * were called inactive; [ ] = dose if it differs, or a comment. On the % scale 0 is the no-effect control and ±100 the full control effect; potency means the concentration at half of the fitted maximal effect. An excerpt; count on the stated rates, not on these rows.
Structure,AmpC det inh
COC(=O)c1c(-c2cccs2)csc1NC(=O)CN1CCOCC1,-2.0%
O=C(O)[C@@H]1CS[C@@]2(CCCN(Cc3ccccc3)C2)N1,-0.9%[5.75 µM]
CC1Cc2ccccc2N1C(=O)CSc1nnc(-c2ccc(S(=O)(=O)N3CCCC3)cc2)o1 (stereo not given),-3.4%
O=S(=O)(NCc1cn2ccccc2n1)c1cc(F)ccc1F,1.4%
Cc1nc(C)c(-c2csc(NCc3ccccc3)n2)s1,10.7%
C=CCn1c(SCC(=O)Nc2cc(C)ccc2C)nnc1-c1cnccn1,11.5%
COc1ccc(C(=O)NCCn2ccc3ccccc32)c(OC)c1,-4.6%
CCOC(=O)c1ccc(NS(=O)(=O)c2cc(-c3nnnn3CC)ccc2OC)cc1,12.1%
COc1ccc(C(=O)N2CCC3(CCN(C(=O)Nc4cccc(C#N)c4)CC3)CC2)cc1,2.5%
COc1ccc(C2C(C(=O)NCc3ccco3)CCC(=O)N2c2ccc(OC)cc2)cc1 (stereo not given),2.1%
COc1ccc(O)c(C=Nc2cc(C)on2)c1,-0.7%
O=C(Nc1nnc(CCc2ccccc2)s1)c1ccco1,7.5%
Cc1ccc(C(=O)[C@@H]2[C@@H]3[C@@H](C(=O)[C@@H]4OC[C@H]3O4)[C@@H]3C=Cc4ccccc4N23)cc1,-4.9%
Cc1cc(OCC(=O)N2CCOCC2)ccc1NC(=O)C1CCCCC1,-0.5%
CCc1c(C)nc2cc(-c3ccc(OC)cc3)[nH]n2c1=O,-2.2%
Cc1ccc2cccc(S(=O)(=O)Nc3c(C)n(C)n(-c4ccccc4)c3=O)c2n1,0.4%
CCOc1ccccc1NC(=O)C1CCCN(S(=O)(=O)c2cccc3nsnc23)C1 (stereo not given),-3.6%
Cc1nc2cc(CO)ccc2s1,1.2%
Cc1ccc(C)c(-c2nnc(OCC(=O)Nc3cc(C)on3)c3ccccc23)c1,-8.0%
CC(CCl)OC(C)CCl (stereo not given),9.5%
CCOc1ccccc1-c1nc(-c2ccc(NC(=O)Cc3ccccc3OC)cc2)no1,-4.3%
CCOC(=S)SCC(=O)O,0.3%[5.75 µM]
COCCCNC(=O)CCc1nc2cccnc2n1Cc1ccc(OC)cc1,-2.1%
CCC(=O)N1CCc2cc(Br)cc(S(=O)(=O)CCC(=O)NCC3CCCO3)c21 (stereo not given),-4.2%

# Some of the entries above in another layout.
CCOC(=S)SCC(=O)O
  AmpC det inh: 0.3%[5.75 µM]

COCCCNC(=O)CCc1nc2cccnc2n1Cc1ccc(OC)cc1
  AmpC det inh: -2.1%

CCC(=O)N1CCc2cc(Br)cc(S(=O)(=O)CCC(=O)NCC3CCCO3)c21 (stereo not given)
  AmpC det inh: -4.2%

# Additional compounds.
Structure,AmpC det inh
CCOC(=O)C1=C(C)N(C)C2(C)CC1c1ccccc1O2 (stereo not given),-2.0%
Clc1ccccc1-c1nc(NCc2cccnc2)c2ccccc2n1,8.9%
O=C(OCC(=O)N1CCCC1)c1ccccc1OCc1ccccc1,0.0%
CC1(C)CC(=O)C2=C(C1)NC(SCC(=O)Nc1ccccc1)=C(C#N)C2c1ccco1 (stereo not given),-5.0%
N#C/C(=C\C1CC=CCC1)c1nc2ccccc2[nH]1 (stereo not given),-0.4%
CCOc1ccc(C2=CS/C(=C(\C#N)c3nnc4n3CCCCC4)N2CC)cc1,-1.9%
CCC(=O)N1CCN(CCN=CC2=C(O)CC(C)(C)CC2=O)CC1,-1.3%
CCOC(=O)c1cc(C)n(-c2c(C)n(C)n(-c3ccccc3)c2=O)c1C,-3.7%
Brc1ccc(-c2nnc(-c3ccccc3Br)o2)cc1,4.7%
COC(=O)c1ccccc1NC(=O)NC1CCN(Cc2ccccc2)CC1,-2.8%
CC(C)=C1C(=O)C(c2ccccc2)=C2CN3C(=O)N(CCc4ccccc4)C(=O)[C@]3(C)[C@H]21,-2.2%
C[N+](C)([O-])Cc1cc(-c2ccccc2)ccc1O,-3.0%[5.75 µM]
CC(C)(C)n1c(O)c(C=Nc2ccc3c(c2)CCC3)c(=O)[nH]c1=O,-3.7%
Cc1cccc(N(Cc2nnc3n2CCCCC3)C(=O)Nc2ccccc2)c1,-1.8%
O=C(Cn1nnc2ccccc2c1=O)NC1CCCc2ccccc21 (stereo not given),-2.2%
Cn1cccc1C(=O)NS(=O)(=O)c1ccccc1Cl,-5.6%
COC(=O)[C@@]1(Cc2ccc(OC)cc2)[C@H]2c3cc(C(=O)N(C)C)n(Cc4ccc(OC(F)(F)F)cc4)c3C[C@H]2CN1C(=O)c1ccccc1,-1.4%
Oc1ccc(-c2nc3ncccn3c2Nc2ccc3c(c2)OCCO3)cc1,3.0%
CN(c1ccc(C(=O)NCc2ccncc2)cc1)S(C)(=O)=O,-1.9%
O=C(Nc1ccccc1N1CCCC1)c1ccc(Br)o1,-1.9%
O=C(CSc1nc(Nc2ccccc2)nc(N2CCOCC2)n1)N1CCCC1,-3.0%
O=c1cc[nH]c2c(C(F)(F)F)cccc12,-2.0%
CC(C)(C)NC(=O)C(c1ccco1)N(C(=O)Cn1nnc(-c2ccc(F)cc2)n1)c1ccccc1F (stereo not given),-0.9%
O=c1c2c3nc4ccccc4nc3n(CC3CCCO3)c2ncn1CCc1ccccc1 (stereo not given),11.0%
Cc1nc2nc[nH]n2c(=O)c1NC(=O)CCc1ccccc1,12.0%
C=CCn1c(Cc2nc3ccccc3[nH]2)n[nH]c1=S,-3.4%
Cc1ccc(S(=O)(=O)N2CCCC(C(=O)NCc3ccccn3)C2)cc1 (stereo not given),8.7%
O=C1CC(C(=O)Nc2ccc(C(=O)N3CCOCC3)cc2)C2(CCCCC2)O1 (stereo not given),-3.5%
COc1ccccc1-c1ccc2ncnc(NC3CCNCC3)c2c1,10.8%
CC(=O)Nc1ccc(S(=O)(=O)N2CCN(Cc3ccncc3)CC2)cc1,-3.9%
NS(=O)(=O)c1ccc(CCNC(=O)c2cncc(Br)c2)cc1,-1.5%
COc1cccc(-c2nc(CS(=O)(=O)CC(=O)Nc3c(C)cccc3C)c(C)o2)c1,6.7%
O=S(=O)(/N=C(\c1ccccc1)N1CCOCC1)c1cccs1,-3.5%
N#Cc1nc(COc2ccc(F)cc2)oc1NCCN1CCOCC1,3.1%
CCN(C(=O)COc1ncnc2ccc(Br)cc12)C1CCS(=O)(=O)C1 (stereo not given),-0.5%
Cc1cc(C)nc(N2CCCC(C(=O)NC(C)CCc3ccco3)C2)n1 (stereo not given),1.4%
CCCC[C@@H]1C[C@H]1C(NS(=O)(=O)c1cccc2cccnc12)c1ccc(-c2ccccc2)cc1 (stereo not given in full),0.9%
CC(C)C(=O)c1cn(CC(=O)NCC2CCCO2)c2ccccc12 (stereo not given),-0.9%
COc1ccc(C(=O)N[C@H]2COC(C)(C)O[C@H]2c2ccccc2)cc1,-2.1%
c1cc(CSc2nnc(-c3ccc4c(c3)OCO4)o2)ccn1,0.7%
N#Cc1cccc(-c2nc(Nc3ccncc3)c3ccccc3n2)c1,0.8%
COc1cccc(C2=NOC(C(=O)N3CCN(Cc4ccccc4)CC3)C2)c1OC (stereo not given),-7.6%
CCCOCCOC(=O)c1[nH]c2c(c1C)C(=O)CC(c1cc(OC)ccc1OC)C2 (stereo not given),7.4%
O=C(Nc1ccc2c(c1)OCO2)N1CCN(C(=O)C2CCCO2)CC1 (stereo not given),-0.8%
COc1ccccc1-c1nnc2sc(-c3cnccn3)nn12,0.6%
C(=C/c1ccccc1)/c1ccccc1,15.1%
COc1cc(C)nc(N2CCCC(C(=O)NC3CCC(C)CC3)C2)n1 (stereo not given),-3.3%
CCc1ccc(-c2nc(CN3CCC(C(=O)N4CCN(c5ccccc5)CC4)CC3)c(C)o2)cc1,-6.5%

# Some of the entries above in another layout.
CCCOCCOC(=O)c1[nH]c2c(c1C)C(=O)CC(c1cc(OC)ccc1OC)C2 (stereo not given)
  AmpC det inh = 7.4%

O=C(Nc1ccc2c(c1)OCO2)N1CCN(C(=O)C2CCCO2)CC1 (stereo not given)
  AmpC det inh = -0.8%

COc1ccccc1-c1nnc2sc(-c3cnccn3)nn12
  AmpC det inh = 0.6%

C(=C/c1ccccc1)/c1ccccc1
  AmpC det inh = 15.1%

# Next entries follow.
Structure,AmpC det inh
COC(=O)N1CCC2(CCCN(c3cccc(-c4ccccc4)c3)C2)CC1,-2.4%
CS(=O)CCC(NS(=O)(=O)c1ccccc1)C(=O)O (stereo not given),-4.0%
N#CC1=C(C2CC2)CC(c2ccccc2)C(C#N)=C1N (stereo not given),0.4%
CCOC(=O)CSc1nc(C)cc(=O)[nH]1,-4.5%
O=C1NC2(CCOc3ccccc32)C(=O)N1CC(=O)N(Cc1ccccc1)C1CCS(=O)(=O)C1 (stereo not given),3.0%
CCOC(=O)CN(C(=O)CSc1nnc2c(n1)[nH]c1ccccc12)c1ccccc1,-3.4%
Cc1ccc(N2CCN(C(=O)c3ccccc3)CC2)c(C)c1,-2.3%
Cc1ccc(-c2noc(CCCC(=O)N3CCOCC3)n2)cc1,-1.1%
CCOC(=O)C1CCN(C(=O)COc2ccc(Br)cc2)CC1,-3.4%
O=c1c(-c2ccc3c(c2)OCCO3)coc2cc(O)cc(O)c12,6.3%
COc1ccc(NC(=O)C2CCN(c3cc(-c4ccccc4)nc4ncnn34)CC2)cc1OC,13.5%
CCN(CC)c1ccc(C(=O)Nc2cccc(F)c2)cc1,3.4%
Oc1ccc(C2NCc3ccccc3-n3cccc32)cc1Cl (stereo not given),-2.7%
COCCn1c(C2CCCCC2)nc2sc3ccccc3c(=O)c2c1=O,-2.6%
COc1ccc(C(=O)[C@H](Br)[C@H](Br)C(=O)O)cc1,-2.7%[5.75 µM]
Cc1cc(C(=O)Nc2ccc(C(=O)O)cc2)c(-c2ccccc2)o1,-1.6%
O=C(c1cnccn1)N1CCC2(CCCN(c3cccc(-c4ccccc4)c3)C2)CC1,-1.7%
CCCn1c(N2CCN(S(=O)(=O)Cc3ccccc3)CC2)nc2ccccc21,-3.2%
NC(=O)c1cc(N2C(=O)C3CC=CCC3C2=O)ccc1N1CCCCC1 (stereo not given),5.6%
O=C(Nc1ccc(Br)c(Cl)c1)C1CC1,-2.9%
CC(C)CNS(=O)(=O)c1ccc(CCC(=O)NCc2ccco2)cc1,-1.4%
O=C(CCCn1c(=S)[nH]c2ccccc2c1=O)NC1CCCC1,1.8%
Cc1ccccc1Cn1nc(C)c(NC(=O)c2cc3nc(-c4ccco4)cc(C(F)(F)F)n3n2)c1C,29.4%
COc1cccc(N2C(=O)C(CC(=O)Nc3ccccc3)N(C3CCCCC3)C2=O)c1 (stereo not given),-6.1%

# As entered above:
# `COc1cccc(N2C(=O)C(CC(=O)Nc3ccccc3)N(C3CCCCC3)C2=O)c1` (stereo not given) in AmpC det inh is entered as -6.1%
# `CC(C)CNS(=O)(=O)c1ccc(CCC(=O)NCc2ccco2)cc1` in AmpC det inh is entered as -1.4%
# `O=C(Nc1ccc(Br)c(Cl)c1)C1CC1` in AmpC det inh is entered as -2.9%
# `O=C(c1cnccn1)N1CCC2(CCCN(c3cccc(-c4ccccc4)c3)C2)CC1` in AmpC det inh is entered as -1.7%
# `NC(=O)c1cc(N2C(=O)C3CC=CCC3C2=O)ccc1N1CCCCC1` (stereo not given) in AmpC det inh is entered as 5.6%
# `O=C(CCCn1c(=S)[nH]c2ccccc2c1=O)NC1CCCC1` in AmpC det inh is entered as 1.8%

# Further results:
Structure,AmpC det inh
CCn1c(SCC(=O)Nc2ccc3c(c2)OCCO3)nc2c(c1=O)SC(C)C2 (stereo not given),-2.6%
Cc1ccccc1Cn1nc(C)c(NC(=O)c2noc3c2CCCC3)c1C,-2.0%
Cc1ccc(CNc2nc3ccccc3s2)s1,-5.3%
O=C(CN1CCCc2ccccc21)NCc1ccc2c(c1)OCO2,-0.9%
Cn1cc(S(=O)(=O)CC(=O)Nc2ccc3c(c2)OCO3)c2ccccc21,-2.0%
CCCn1c(SCC(=O)N2CCCC2)nc2c1c(=O)n(C)c(=O)n2C,9.8%
O=C(c1ccc(S(=O)(=O)N2CCOCC2)cc1)N1CCN(c2ccccc2)CC1,11.0%
C=CCn1c(=O)c(C(=O)Nc2ccccc2O)c(O)c2ccccc21,6.5%
O=C(C1CCC(=O)N1C1CCCCC1)N1CCC2(CC1)OCCO2 (stereo not given),-1.9%
c1nc2sc3c(c2c2nnnn12)CCCC3,27.4%
CCOC(=O)Cn1nc(-c2ccc(C)cc2)ccc1=O,0.3%
c1cncc(-c2noc(-c3ccco3)n2)c1,3.4%
Cc1cccc(-c2noc(CN(C(=O)C34CC5CC(CC(C5)C3)C4)C(C)C)n2)c1,19.2%
Cc1cc(C)nc(SCc2n[nH]c(=S)n2C)n1,-3.6%
CCC(C(=O)Nc1nnc(-c2ccco2)s1)c1ccccc1 (stereo not given),-1.8%
COC(=O)c1ccc(CN(c2ccc(C)cc2)S(=O)(=O)c2ccc3c(c2)OCCO3)o1,-1.2%
CCCN1C=CC(=C2C(=O)c3ccccc3C2=O)C=C1,-1.5%
O=C(CSc1nc2ccccc2o1)N1CCN(c2ccc(Cl)cc2)CC1,-1.3%
CS(=O)(=O)Nc1cccc(-c2cc(NCc3ccccc3)ncn2)c1,12.2%
CN(O)/C=c1/ccc2c(n1)C(=O)C=CC=2,0.2%
CCCCn1c(=NC(=O)c2ccco2)c(C(=O)OCC)cc2c(=O)n3ccccc3nc21,-0.3%
O=S(=O)(C[C@H](O)C(Cl)(Cl)Cl)NNc1ccccc1,-0.2%[5.75 µM]
CN(Cc1ccccc1)C(=O)CCC(=O)N(C)Cc1ccccc1,-1.2%
Cc1ccccc1CN1CCNC(=O)C1CC(=O)O (stereo not given),12.7%
